PMI inhibition = human PMI inhibitors, high substrate, primary screen, biochemical, fluorescence intensity, high mannose 6-phosphate (AID 1220). recombinant PMI enzyme, coupled fluorescence intensity; higher % means a stronger effect. 0.66% of 190,000 active. inhibition, % at 20 µM; hits with a dose series show IC50 in µM
UTI89 phage lysis = inhibition of K1F phage lysis, E. coli UTI89, bacterial capsule biogenesis inhibitors, alamar blue (AID 488966). one-dose inhibition, % at 100 µM; IC50 in µM for titrated hits. 0.02% of 340,000 active. E. coli UTI89 K1F phage lysis, alamar blue, 2 h; higher % means a stronger effect;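 active = phage lysis inhibition, versus mean bacterial control, above a set limit; inconclusive = no clear call, values can overlap the other calls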;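 note: capsule biogenesis inhibitors block K1F phage lysis so surviving cells raise fluorescence; higher fluorescence means more inhibition of phage lysis; actives were called in the ten point dose series up to 300 µM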
P. falciparum M17LAP = P. falciparum M17LAP inhibitors, primary screen, biochemical, fluorogenic H-Leu-NHMec substrate, 1536-well (AID 1619) | one-dose inhibition, % at 30 µM; IC50 in µM for titrated hits | 0.38% of 220,000 active | recombinant M17LAP, H-Leu-NHMec fluorogenic kinetic assay; higher % means a stronger effect;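 active = compound inhibiting the enzyme by more than half at any dose during confirmatory dose-response retesting; inconclusive = strong single-dose inhibitors picked by rank but not retested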;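 note: plate controls were full reaction with DMSO carrier for no effect and no enzyme background for full effect; strong numbers were not always called active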
M1AAP inhibition = malaria alanyl aminopeptidase activity blockers – biochemical, fluorogenic H-Leu-NHMec substrate, 1536-well (AID 1445). recombinant M1AAP, H-Leu-NHMec fluorogenic kinetic assay; higher % means a stronger effect. one-dose inhibition, % at 30 µM; IC50 in µM for titrated hits. 0.42% of 220,000 active;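 active = primary inhibition above the hit cutoff, then over 50% inhibition at one or more dose response concentrations, cut at about 23% in these data, passing the limit was not always enough; inconclusive = conflicting primary data, or primary hits not chosen for dose response; inactive = low primary inhibition, or under 50% at every dose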;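 note: plate controls were DMSO full reaction for no effect and no enzyme background for full effect; strong numbers were not always called active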
PMI inhibitors = inhibitors of human PMI, primary screen, biochemical, fluorescence intensity, coupled assay (AID 1209); purified PMI enzyme, coupled fluorescence intensity; higher % means a stronger effect; inhibition, % at 20 µM, or IC50 in µM where a hit was titrated; 0.42% of 190,000 active;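 note: plate controls were DMSO vehicle for no effect and wells lacking substrate for full effect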
West Nile antiviral = West Nile virus antiviral activity, cell-based, CPE readout (AID 1621); West Nile virus-infected cells, CPE inhibition; higher % means a stronger effect; CPE inhibition, % at 10 µM, or IC50 in µM where a hit was titrated; 0.02% of 290,000 active; in the data active = a potency from the dose series; inconclusive = CPE inhibition mostly from about 3.7% at the one dose, without a potency; inactive = the rest, 99 in 100 with CPE inhibition below about 2.2%; note: strong numbers were not always called active
TNAP activators = stimulation of alkaline phosphatase TNAP activity – biochemical, luminescent, no phosphate acceptor, uHTS, primary screen (AID 1001) | 0.03% of 200,000 active | purified TNAP, luminescent activation assay, no phosphate acceptor; higher activation fold means a stronger effect | activation fold at 20 µM; hits with a dose series show EC50 in µM; in the data active = activation fold from about 3, or a potency from the dose series; inactive = the rest, 99 in 100 with activation fold below about 1.6; note: many of its hits are not listed in these tables
T cell modulator = T cell immune modulation candidate; 2C CD8+ T cell-vesicle binding, flow cytometry; stronger effect = lower value; calls only at 7 µM; 0.068% of 330,000 active; AID 2052;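 active = response, share of CD8 T cells binding vesicles, and their 90th percentile fluorescence all below set limits, cut at about 80% in these data, passing the limit was not always enough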
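System: murine 2C transgenic CD8+ T lymphocytes; also added: QL9-loaded Drosophila micro-vesicles; times: binding 1.5 h at 37 °C; measured by: flow cytometry, PE anti-B7-1 (FL2) versus Alexa647 anti-CD8 (FL8), PFA-fixed; control set: Peptide-free naked vesicles (low) and QL9 vesicles with 0.7% DMSO vehicle (high)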
RSV CPE inhibition = RSV antiviral activity via CPE protection, HEp-2 cells, primary 10 µM value included (AID 2391). HEp-2 cells, RSV-induced CPE inhibition; higher % means a stronger effect. one-dose CPE inhibition, % at 10 µM; IC50 in µM for titrated hits. 0.13% of 310,000 active; in the data active = a potency from the dose series; inconclusive = CPE inhibition mostly from about 23% at the one dose, without a potency; inactive = the rest, 99 in 100 with CPE inhibition below about 21%; note: strong numbers were not always called active
T cell modulator vesicle-bound % = second read-out of T cell modulator, no call of its own (marks repeat the call); double positive events, %; measured here: CD8+ vesicle-bound cell fraction;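 binding gate set so that unloaded-vesicle control wells show 10% double positive cells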
Active calls of the source: *; [ ] = remark or other dose. Cut-off read from the data, not from the text of the source, unless noted: active = inhibition above about 50%; inactive = the rest.

How did COc1ccccc1NC(=O)Cc1noc(CN(C)Cc2cccs2)n1 do in these assays?
PMI inhibition: -6.8%; UTI89 phage lysis: 1.3%; P. falciparum M17LAP: 10.4%; M1AAP inhibition: 6.1%; PMI inhibitors: 0.9%; West Nile antiviral: -0.3%; TNAP activators: 1; T cell modulator: inactive; RSV CPE inhibition: 2.6%; T cell modulator vesicle-bound %: 65.9

Results for CN(C)S(=O)(=O)c1ccc(N=Cc2c(C(F)(F)F)[nH]n(C)c2=O)cc1 ?
PMI inhibition: -26.6%; UTI89 phage lysis: 0.1%; P. falciparum M17LAP: 0.3%; M1AAP inhibition: 5.5%; PMI inhibitors: -43.5%; West Nile antiviral: -0.1%; TNAP activators: 1; T cell modulator: inactive; RSV CPE inhibition: 1.9%; T cell modulator vesicle-bound %: 55.0

Results for Cc1ccc(NS(=O)(=O)c2cccc(C(=O)NN3CCOCC3)c2)cc1 ?
PMI inhibition: 1.8%; P. falciparum M17LAP: -2.7%; M1AAP inhibition: 1.0%; PMI inhibitors: -0.2%; West Nile antiviral: 0.2%; TNAP activators: 1.1; T cell modulator: inactive; RSV CPE inhibition: 0.2%; T cell modulator vesicle-bound %: 24.3

What do the screens show for `Cc1ccc(/C=C2\SC(=S)N(CCC(=O)N3CCOCC3)C2=O)cc1`?
UTI89 phage lysis: 0.1%; West Nile antiviral: inconclusive; T cell modulator: inactive; RSV CPE inhibition: 21.1%; T cell modulator vesicle-bound %: 3.6

Results for CC(=O)Nc1ccc(S(=O)(=O)n2nc(C)cc2C)cc1 ?
PMI inhibition: 12.9%; UTI89 phage lysis: 1.0%; P. falciparum M17LAP: 3.7%; M1AAP inhibition: 4.5%; PMI inhibitors: 14.0%; West Nile antiviral: 0.7%; TNAP activators: 1.1; T cell modulator: inactive; RSV CPE inhibition: 0.6%; T cell modulator vesicle-bound %: 40.9

Results for COc1cc(CNCc2ccc(C)cc2)cc(OC)c1OC ?
UTI89 phage lysis: 0.9%; West Nile antiviral: -1.2%; T cell modulator: inactive; RSV CPE inhibition: 0.9%; T cell modulator vesicle-bound %: 50.7

Results for Nc1cc(S(=O)(=O)O)cc([N+](=O)[O-])c1O ?
PMI inhibition: 26.8%; UTI89 phage lysis: -0.5%; P. falciparum M17LAP: -8.6%; M1AAP inhibition: 4.8%; PMI inhibitors: 2.3%; West Nile antiviral: -0.1%; TNAP activators: 0.9; T cell modulator: inactive; RSV CPE inhibition: 3.1%; T cell modulator vesicle-bound %: 19.9

Results for O=C(N/N=C/c1ccc(Cl)c([N+](=O)[O-])c1)c1ccc2nc[nH]c2c1 ?
PMI inhibition: -3.6%; UTI89 phage lysis: 2.1%; P. falciparum M17LAP: 14.5%; M1AAP inhibition: 5.2%; PMI inhibitors: -0.3%; West Nile antiviral: 0.2%; TNAP activators: 1.4; T cell modulator: inactive; RSV CPE inhibition: 0.8%; T cell modulator vesicle-bound %: 47.7

What do the screens show for `CC(C)(C)OC(=O)NN1CC(=O)N2Cc3[nH]c4ccccc4c3C[C@H]2C1=O`?
UTI89 phage lysis: 0.0%; West Nile antiviral: -0.1%; T cell modulator: inactive; RSV CPE inhibition: -0.1%; T cell modulator vesicle-bound %: 22.3

How did CCCc1sc(N/N=C/c2ccccn2)nc1-c1ccc(F)cc1 do in these assays?
PMI inhibition: 2.7%; UTI89 phage lysis: 0.2%; P. falciparum M17LAP: 6.6%; M1AAP inhibition: -1.5%; PMI inhibitors: -2.5%; West Nile antiviral: inconclusive; TNAP activators: 1.1; T cell modulator: inactive; RSV CPE inhibition: 11.2%; T cell modulator vesicle-bound %: 12.6

Results for COC(=O)c1ccccc1NC(=O)Nc1cccc(C)n1 ?
PMI inhibition: -0.3%; UTI89 phage lysis: 0.3%; P. falciparum M17LAP: -1.3%; M1AAP inhibition: 5.6%; PMI inhibitors: 0.3%; West Nile antiviral: -0.3%; TNAP activators: 1.1; T cell modulator: inactive; RSV CPE inhibition: 0.7%; T cell modulator vesicle-bound %: 48.9

How did CCOC(=O)c1ccc(NC(=O)CSc2nc(C)nc3c2c(=O)n(C)c(=O)n3C)cc1 do in these assays?
PMI inhibition: 11.8%; UTI89 phage lysis: -0.5%; P. falciparum M17LAP: 8.1%; M1AAP inhibition: 5.2%; PMI inhibitors: 5.6%; West Nile antiviral: 0.4%; TNAP activators: 1.2; T cell modulator: inactive; RSV CPE inhibition: 3.1%; T cell modulator vesicle-bound %: 29.7

What do the screens show for `O=C(Cc1c[nH]c2ccccc12)OCC(=O)c1ccccc1`?
PMI inhibition: 6.0%; UTI89 phage lysis: 1.5%; P. falciparum M17LAP: 4.7%; M1AAP inhibition: 4.8%; PMI inhibitors: 7.5%; West Nile antiviral: 0.1%; TNAP activators: 1.1; T cell modulator: inactive; RSV CPE inhibition: 1.3%; T cell modulator vesicle-bound %: 37.5

What do the screens show for `O=C(COc1cccnc1[N+](=O)[O-])Nc1ccc(Cl)c(S(=O)(=O)N2CCOCC2)c1`?
UTI89 phage lysis: -0.2%[50 µM]; P. falciparum M17LAP: -2.5%; M1AAP inhibition: 3.4%; West Nile antiviral: 0.5%; T cell modulator: inactive; RSV CPE inhibition: 5.0%; T cell modulator vesicle-bound %: 36.5

How did CN(CC(=O)Nc1c(Cl)cccc1Cl)C(=O)CCCN1C(=O)c2ccccc2C1=O do in these assays?
PMI inhibition: -6.9%; UTI89 phage lysis: -0.5%; P. falciparum M17LAP: 20.7%; M1AAP inhibition: 1.1%; PMI inhibitors: 1.1%; West Nile antiviral: -0.6%; TNAP activators: 1; T cell modulator: inactive; RSV CPE inhibition: -1.0%; T cell modulator vesicle-bound %: 22.4

How did CC(=O)NN1C(=O)c2ccc(Oc3cccc([N+](=O)[O-])c3)cc2C1=O do in these assays?
PMI inhibition: -6.3%; UTI89 phage lysis: 0.1%; P. falciparum M17LAP: 15.5%; M1AAP inhibition: 7.4%; PMI inhibitors: -15.4%; West Nile antiviral: 1.3%; TNAP activators: 1; T cell modulator: inactive; RSV CPE inhibition: 0.1%; T cell modulator vesicle-bound %: 41.0

What do the screens show for `CN1CCN(C2CCN(c3cccc(Cl)c3)CC2)CC1CCO` (stereo not drawn)?
UTI89 phage lysis: 0.3%; West Nile antiviral: -0.7%; T cell modulator: inactive; RSV CPE inhibition: -0.7%; T cell modulator vesicle-bound %: 57.7

Results for COc1ccc(NS(=O)(=O)c2cc(N/C(=N\S(=O)(=O)c3ccccc3)c3ccc(F)cc3)ccc2Cl)cc1 ?
PMI inhibition: 4.2%; UTI89 phage lysis: 1.8%[50 µM]; P. falciparum M17LAP: -5.1%; M1AAP inhibition: 8.3%; PMI inhibitors: 0.9%; West Nile antiviral: -0.3%; TNAP activators: 1.1; T cell modulator: inactive; RSV CPE inhibition: -0.3%; T cell modulator vesicle-bound %: 8.3

What do the screens show for `Nc1nc(NCCc2ccccc2)nc(NCc2ccccc2)c1[N+](=O)[O-]`?
UTI89 phage lysis: -0.2%[50 µM]; West Nile antiviral: -1.3%; T cell modulator: inactive; RSV CPE inhibition: inconclusive; T cell modulator vesicle-bound %: 10.4

Results for S=C(NCc1ccccc1)NCc1ccc(Cl)cc1 ?
UTI89 phage lysis: -0.3%; West Nile antiviral: -0.5%; T cell modulator: inactive; RSV CPE inhibition: 0.2%; T cell modulator vesicle-bound %: 27.6

How did Cc1ccc2nc(N3CCN(C(=O)c4cccs4)CC3)c(C#N)cc2c1 do in these assays?
PMI inhibition: 10.8%; UTI89 phage lysis: 6.5%; P. falciparum M17LAP: -18.8%; M1AAP inhibition: 15.8%; PMI inhibitors: 4.0%; West Nile antiviral: -0.2%; TNAP activators: 1.1; T cell modulator: inactive; RSV CPE inhibition: inconclusive; T cell modulator vesicle-bound %: 27.3

What do the screens show for `COc1cc(NC(=O)COc2ccc(-n3cnnn3)cc2)c(OC)cc1Cl`?
PMI inhibition: 8.2%; UTI89 phage lysis: 0.4%; P. falciparum M17LAP: -9.4%; M1AAP inhibition: -3.8%; PMI inhibitors: 7.4%; West Nile antiviral: inconclusive; TNAP activators: 1.1; T cell modulator: inactive; RSV CPE inhibition: 0.9%; T cell modulator vesicle-bound %: 46.5

Results for O=C(Nc1ccccc1NC(=O)C1CCCO1)c1ccco1 (stereo not drawn) ?
PMI inhibition: 51.8%*; UTI89 phage lysis: 0.2%; P. falciparum M17LAP: 4.5%; M1AAP inhibition: 3.4%; PMI inhibitors: 20.9%; West Nile antiviral: 0.1%; TNAP activators: 1.1; T cell modulator: inactive; RSV CPE inhibition: 0.8%; T cell modulator vesicle-bound %: 64.7

What do the screens show for `CCCCOC(=O)CSc1nnc(N)s1`?
PMI inhibition: 11.7%; UTI89 phage lysis: 0.3%; P. falciparum M17LAP: -3.4%; M1AAP inhibition: -5.5%; PMI inhibitors: 9.7%; West Nile antiviral: 0.1%; TNAP activators: 1.1; T cell modulator: inactive; RSV CPE inhibition: 0.8%; T cell modulator vesicle-bound %: 31.4

What do the screens show for `C[C@@H](C(=O)N1CCNCC1)n1cc(CCCN=C(N)N)nn1`?
PMI inhibition: -2.9%; UTI89 phage lysis: 2.1%; P. falciparum M17LAP: -3.5%; M1AAP inhibition: 5.0%; PMI inhibitors: 2.8%; West Nile antiviral: 0.4%; TNAP activators: 1; RSV CPE inhibition: -0.2%

Results for Cc1nn(-c2ccccc2)c2sc(C(=O)N(CC(=O)NC(C)(C)C)Cc3ccco3)cc12 ?
PMI inhibition: 16.5%; UTI89 phage lysis: -0.1%; P. falciparum M17LAP: 4.5%; M1AAP inhibition: 1.8%; PMI inhibitors: 10.3%; West Nile antiviral: 3.3%; TNAP activators: 1; T cell modulator: inactive; RSV CPE inhibition: 2.0%; T cell modulator vesicle-bound %: 9.4

Copied from the results shown, 2 compounds:
What do the screens show for `CCCCOC(=O)CSc1nnc(N)s1`?
PMI inhibition: 11.7%; UTI89 phage lysis: 0.3%; P. falciparum M17LAP: -3.4%; M1AAP inhibition: -5.5%; PMI inhibitors: 9.7%; West Nile antiviral: 0.1%; TNAP activators: 1.1; T cell modulator: inactive; RSV CPE inhibition: 0.8%; T cell modulator vesicle-bound %: 31.4

What do the screens show for `C[C@@H](C(=O)N1CCNCC1)n1cc(CCCN=C(N)N)nn1`?
PMI inhibition: -2.9%; UTI89 phage lysis: 2.1%; P. falciparum M17LAP: -3.5%; M1AAP inhibition: 5.0%; PMI inhibitors: 2.8%; West Nile antiviral: 0.4%; TNAP activators: 1; RSV CPE inhibition: -0.2%

Assay outcomes (PubChem)

Compounds as they come, and some 1.5% of all compounds hit somewhere here.
